Assay outcomes (PubChem BioAssay)
KB-3-1 cytotox = qHTS assay for MDR1-selective chemotherapeutics: Primary screen using the parental adenocarcinoma cell KB-3-1; KB-3-1 viability, CellTiter-Glo ATP luminescence, 72 h; Potency, µM (titrated, usually from 46.1 µM), inactives show top-dose activity change, negative = cytotoxic, usual class: cytotoxic; 400,000 tested, 1.4% active; AID 1347075, 2019; further: potency means the concentration at half of the fitted maximal effect; on the % scale 0 is the no-effect control and ±100 the full control effect; nearly all actives have a fitted effect of over 60% in size
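Luminescent ATP read-out (CellTiter-Glo) measures survival of drug-naive KB-3-1 cells after 72 h compound exposure at 37 °C. Titration series was screened from lowest to highest concentration, with DMSO vehicle plates as background controls.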
HT1080 IDH1KD tx = qHTS for induction of synthetic lethality in tumor cells producing 2HG: qHTS for the HT-1080-IDH1KD cell line; HT-1080 IDH1 knockdown viability, ATP luminescence, 48 h; Potency, µM (series often up to 46.1 µM), for the others: top-dose activity, negative = toxicity, hits mostly cytotoxic; 360,000 tested, 2% active; AID 686971, 2013;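 further: potency means the concentration at half of the fitted maximal effect; 0% = DMSO wells and -100% = cell-free medium wells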
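% activity derives from luminescence (CellTiter-Glo), normalised to DMSO and no-cell wells. HT-1080-IDH1KD cells, 750/well, had 48 h compound exposure at 37 °C.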
MCF10A rereplic = A quantitative high throughput screen for small molecules that induce DNA re-replication in MCF 10a normal breast cells | MCF 10A DNA re-replication, Hoechst nuclear intensity, 48 h | Potency, µM (doses to about 46.1 µM), inactives show at the top dose activity, positive = re-replication, usual class: activators | 350,000 tested, 2.9% active | AID 624296, 2012; further: potency means the concentration at half of the fitted maximal effect; % of control where 0% means no effect; nearly all actives have a fitted effect of over 50% in size
KB-V1 cytotox = qHTS assay for MDR1-selective chemotherapeutics: Primary screen using the drug-selected MDR subline cells KB-V1; Potency, µM (doses to about 46.1 µM), for the others: at the highest dose activity change, negative = cytotoxicity, usual class: cytotoxic; AID 1347076, 2019; KB-V1 MDR cells viability, CellTiter-Glo, 72 h; 400,000 tested, 3.4% active; further: potency means the concentration at half of the fitted maximal effect; on the % scale 0 is the no-effect control and ±100 the full control effect; nearly all actives have a fitted effect of over 60% in size
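qHTS viability screen in drug-selected KB-V1 MDR cells: 72 h compound treatment at 37 degrees C, ATP luminescence end point.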
HT1080NT lethal = qHTS for induction of synthetic lethality in tumor cells producing 2HG: qHTS for the HT-1080-NT fibrosarcoma cell line; Potency, µM (doses to about 46.1 µM), without a hit: top-dose activity, negative = less viability, hits mostly cytotoxic; 360,000 tested, 1.6% active; HT-1080-NT fibrosarcoma viability, CellTiter-Glo ATP luminescence, 48 h;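 further: NT is the 2HG producing partner of a matched IDH1 knockdown line; potency means the concentration at half of the fitted maximal effect; 0% = DMSO-treated cells and -100% = media-only wells without cells; nearly all actives have a fitted effect of over 55% in size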
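Luminescent CellTiter-Glo readout after 48 hours of compound exposure at 37 degrees C defined viability of HT-1080-NT cells. Activity was normalized to DMSO wells and cell-free media wells; concentration-response curves were fitted and assigned curve classes.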
D3 ag = qHTS of D3 Dopamine Receptor Agonist: qHTS; AID 652048, 2013; D3R DiscoveRx beta-arrestin cells, luminescence, 90 min; D(3) dopamine receptor (Homo sapiens), P35462; 410,000 tested, 0.58% active; max activation, %; in the data active means max activation above about 30%; further: 0% is about no effect; mostly tested at two doses, the higher about 12 µM
Target sequence (P35462 whole entry, looked up): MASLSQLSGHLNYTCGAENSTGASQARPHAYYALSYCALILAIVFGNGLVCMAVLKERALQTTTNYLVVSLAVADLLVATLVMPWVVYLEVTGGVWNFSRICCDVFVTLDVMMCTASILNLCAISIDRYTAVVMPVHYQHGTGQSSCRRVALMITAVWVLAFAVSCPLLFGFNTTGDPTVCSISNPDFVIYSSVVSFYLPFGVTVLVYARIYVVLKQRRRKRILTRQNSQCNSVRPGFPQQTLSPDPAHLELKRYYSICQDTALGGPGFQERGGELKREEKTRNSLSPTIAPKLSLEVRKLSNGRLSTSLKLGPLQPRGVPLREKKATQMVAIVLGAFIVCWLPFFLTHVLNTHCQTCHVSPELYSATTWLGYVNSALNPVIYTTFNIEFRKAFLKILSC
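Agonist mode: compounds and dopamine controls were applied to plated cells for 90 min at 37 degrees C after an overnight attachment at 1500 cells/well. Luminescent read-out followed 30 - 60 minutes at room temperature with DiscoveRx detection reagent.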
SW480 rereplic = A quantitative high throughput screen for small molecules that induce DNA re-replication in SW480 colon adenocarcinoma cells | SW480 DNA re-replication, Hoechst DNA content imaging, 48 h | 340,000 tested, 1.8% active | Potency, µM (doses to about 46.1 µM), for inactives: top-dose re-replication activation, usual class: activators; further: potency means the concentration at half of the fitted maximal effect; % of control where 0% means no effect; nearly all actives have a fitted effect of over 55% in size
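DNA re-replication was detected as more nuclei of elevated Hoechst intensity after 48 hr exposure to compound (23 nL pinned per well of 250 cells).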
IL-1B inflam inh = qHTS for Inhibitors of Inflammasome Signaling: IL-1-beta AlphaLISA Primary Screen; 360,000 tested, 4.7% active; THP-1 LPS/ATP IL-1B secretion, AlphaLISA, 16 h; hits give low values; activity change, % at 57.5 µM; AID 743279, 2014; in the data active means activity change below about -50%; inconclusive means mostly about -30% to -49%; further: on the % scale 0 is the no-effect control and ±100 the full control effect
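THP-1 cells pretreated 1 hr with compounds (up to 57.5 uM final), then stimulated with LPS (250 ng/mL final) plus ATP (1.25 mM final); secreted IL-1B measured by AlphaLISA after 16 hr, decreased signal indicating inhibition.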
HEK293 tox = qHTS of GLP-1 Receptor Inverse Agonists: Cytotox Screen | Potency, µM (top dose mostly 38.3 µM), without a hit: at the highest dose activity change, negative = inhibition, hits mostly inhibitors | 410,000 tested, 0.13% active | AID 624418, 2012 | HEK293 cAMP-luciferase reporter cells, luminescence, 24 h;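 further: loss of luciferase light is scored as toxicity; potency means the concentration at half of the fitted maximal effect; on the % scale 0 is the no-effect control and ±100 the full control effect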
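Compound-treated cells are incubated 24 hr at 37 deg C under 5% CO2 after a 12 hour attachment period, then luciferase detection reagent is added and luminescence is measured following 12 min at room temperature; lowered signal indicates toxicity.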
Starred values were filed as active, the others as inactive; ? = inconclusive; . = no result given; [ ] = remark or other dose. Unless noted, the call rests on the fitted dose curve; in most records, active means well fitted curve in the direction sought with a large enough effect; inconclusive means small, poorly fitted or top-dose-only effect, or another doubt; inactive means no such curve, though single readings can be large; an effect the other way counts as inactive or inconclusive.

SMILES	KB-3-1 cytotox	HT1080 IDH1KD tx	MCF10A rereplic	KB-V1 cytotox	HT1080NT lethal	D3 ag	SW480 rereplic	IL-1B inflam inh	HEK293 tox
N#CC1=C(N)Nc2nc3ccccc3n2C1c1ccc(F)cc1 (stereo unspecified)	-6%	-20%	15%	19%	-10%	3	2%	23	0%
Fc1ccc(-c2nc3ccccc3c3nc4ccccc4n23)cc1	-1%	-1%	?	0%	-4%	0	-1%	2	-4%
COc1ccc(OCC(=O)NNC(=O)CCc2ccccc2)cc1	0%	6%	-7%	-2%	0%	0	-10%	12	3%
O=C(COC(=O)CN1C(=O)c2ccccc2C1=O)Nc1ccccc1	.	-1%	-17%	.	0%	-25	-1%	-1	-8%
CCN(CC)CCNC(=O)c1ccc(NC(=O)c2cccc(S(=O)(=O)N3c4ccccc4CC3C)c2)cc1 (stereo unspecified)	?	?	-10%	13%	?	-11	?	-3	?
CCOc1ccccc1NC(=O)C(C)Sc1nc(-c2ccccc2)c(C#N)c(=O)[nH]1 (stereo unspecified)	5%	.	.	?	.	0	.	.	-3%
CCOC(=O)c1ccc(N2CCOCC2)c(NC(=O)c2nccnc2C(=O)O)c1	24%	5%	-1%	?	6%	-11	?	4	-8%
CC1=CC(=C(C#N)C#N)C=C(C)N1CCN1CCNCC1	-4%	-16%	2%	3%	-17%	3	-1%	22	1%
O=C(c1ccco1)N(Cc1ccc(Cl)cc1)Cc1ccco1	-2%	-9%	-2%	?	8%	9	-4%	5	-5%
CCOC(=O)CC(=O)CSc1ncnc2c1nnn2-c1ccc(F)cc1	5%	4%	14%	-4%	13%	-2	-1%	-28	-3%
CCOc1ccc(CCNC(=O)c2ccc(Nc3nc4ccccc4n4nnnc34)cc2)cc1OCC	-1%	.	.	0%	.	0	.	.	-2%
Cc1c(C#N)c2ccccc2n1CC(=O)NCc1cccnc1	-2%	0%	-2%	?	1%	0	4%	22	16%
COc1ccc(/C=C/C(=O)Nc2sc3c(c2C(N)=O)CCC(C)C3)cc1OC (stereo unspecified)	?	.	.	?	.	37*	.	.	-1%
CN(C)S(=O)(=O)c1ccc(NC(=O)COC(=O)Cn2[nH]c(=O)c3ccccc3c2=O)cc1	-2%	6%	1%	14%	1%	2	2%	8	-9%
Cc1cc(C(=O)N/N=C/c2cc([N+](=O)[O-])ccc2O)c2ccccc2n1	3%	?	13%	?	?	-10	16µM*	16	?
CCCCCCCCN=C1NC(=O)CS1	?	5%	3%	13µM*	4%	9	-12%	15	7%
CCCCn1cnc2c(cnn2-c2ccc(F)cc2)c1=O	-24%	-3%	9%	?	-2%	-2	-4%	-12	5%
COc1cc(-c2nc(-c3cccnc3)no2)cc(OC)c1OC	23%	13%	2%	-11%	1%	1	-5%	-3	8%
NC(=O)c1cccnc1Nc1ccccc1Cl	5%	-19%	18%	0%	11%	5	5%	0	14%
CCCCc1c(C)c(C#N)c2[nH]c3ccccc3n2c1=O	?	-7%	18µM*	?	-5%	4	-1%	54	-10%
N#Cc1c(C(F)(F)F)cc(-c2ccccc2)nc1SCC(=O)Nc1sc2c(c1C#N)CCC2	?	-20%	1%	?	0%	0	-4%	35	-9%
Cc1ccc(Nc2nc(N)nc(CN3CCN(c4ccccc4F)CC3)n2)cc1	?	-10%	?	-20%	-11%	-5	?	-13	-4%
CN(C)CCN1C(=O)c2cccc3cc([N+](=O)[O-])cc(c23)C1=O	8.2µM*	13µM*	?	2.6µM*	10µM*	-4	1.5µM*	-102*	?
NNc1nc(-c2ccccc2Cl)c2cc(Br)ccc2n1	?	-6%	11%	-2%	-2%	0	-5%	15	-20%

Part of the list above in a different format.
Results follow in this order: KB-3-1 cytotox	HT1080 IDH1KD tx	MCF10A rereplic	KB-V1 cytotox	HT1080NT lethal	D3 ag	SW480 rereplic	IL-1B inflam inh	HEK293 tox
- CCCCCCCCN=C1NC(=O)CS1
    ?	5%	3%	13µM*	4%	9	-12%	15	7%
- CCCCn1cnc2c(cnn2-c2ccc(F)cc2)c1=O
    -24%	-3%	9%	?	-2%	-2	-4%	-12	5%
- COc1cc(-c2nc(-c3cccnc3)no2)cc(OC)c1OC
    23%	13%	2%	-11%	1%	1	-5%	-3	8%

Other entries.
SMILES	KB-3-1 cytotox	HT1080 IDH1KD tx	MCF10A rereplic	KB-V1 cytotox	HT1080NT lethal	D3 ag	SW480 rereplic	IL-1B inflam inh	HEK293 tox
CCCCNC(=O)C1CCC(CNS(=O)(=O)c2ccc(Cl)cc2)CC1 (stereo unspecified)	11%	.	.	-15%	.	8	.	.	14%
O=C(Cc1ccc(Cl)cc1)OCC(=O)c1ccc[nH]1	14%	10%	0%	14%	-4%[9.24 µM]	10	-27%	-7	6%
CCOC(=O)[C@@H]1[C@H]2COc3ccc(Br)cc3[C@H]2N2C(=O)N(c3ccc(C(F)(F)F)cc3)C(=O)[C@]12C	6%	-1%	-8%	1%	1%	3	-1%	7	7%
CC(C)c1cc(NCCCN2CCOCC2)n2c(nc3ccccc32)c1C#N	7%	0%	2%	0%	1%	2	4%	12	10%
N/C(=N\OC(=O)N1CCOCC1)c1ccccc1	-3%	?	?	0%	?	6	?	?	?
COc1ccc(S(=O)(=O)N(C)CC(=O)NCCN2CCOCC2)cc1	4%	19%	3%	-4%	8%	-1	-6%	-1	-13%
CCOC(=O)c1cnn(Cc2ccc(C)cc2)c1N	1%	0%	-4%	-18%	-5%	2	28%	-5	-6%
CCOC(=O)C1CCN(C(=O)C2CCN(S(=O)(=O)c3c(C)noc3/C=C/c3ccc(C)cc3)CC2)CC1	?	.	.	-19%	.	-10	.	.	-5%
COc1cc2cc(CNc3ccccc3)c(=O)n(CC(=O)Nc3cccc(Cl)c3C)c2cc1OC	9%	.	.	-13%	.	29	.	.	5%
CC(=O)C1=C(C)Nc2ncnn2C1c1ccc(O)cc1 (stereo unspecified)	12%	10%	?	?	17%	2	-10%	15	-6%
O=C(NCCC1CCCCN1S(=O)(=O)c1ccccc1)C(=O)Nc1ccccc1F (stereo unspecified)	-3%	-17%	-4%	-19%	-13%	-20	-123%[inhibitor]	14	1%
CCOC(=O)N1CCC(NC(=O)c2cc(C(=O)Nc3ccc(OC)c(OC)c3)ccc2CO)CC1	4%	10%	-5%	7%	4%	-4	0%	-2	-2%
COC(=O)c1cc2occc2n1Cc1nc(-c2ccccc2Cl)oc1C	3%	12%	-2%	0%	24%	1	-23%	7	1%
C#CCCOC(=O)N1C2=NC(C(=O)OC)=C(C(=O)OC)[C@@H]3N(C)c4ccccc4[C@]23C[C@H]1C(=O)OC	7%	8%	-8%	8%	10%	2	9%	4	9%
O=C(CCCc1c[nH]c2ccccc12)N1CCOCC1	-1%	0%	?	2%	-2%	-7	2%[9.22 µM]	-2	2%
Cc1cccc(NS(=O)(=O)c2ccc(C)c(C(=O)NCC(c3cccs3)N3CCOCC3)c2)c1 (stereo unspecified)	-18%	0%	2%	13%	3%	9	1%	0	-17%
COc1ccc(NC(=O)c2ccc(S(=O)(=O)N(C)C)cc2)cc1	-2%	0%	-2%	-5%	-8%	2	-14%	-4	3%
CCOc1ccc(CCNC(=O)CCNS(=O)(=O)c2ccc3c(c2)CCN3C(C)=O)cc1OCC	-15%	-6%	3%	1%	-4%	4	?	49	2%
COc1cc2nc(CN3CCN(S(=O)(=O)c4ccc(Cl)cc4)CC3)[nH]c(=O)c2cc1OC	-25%	-7%	9%	-12%	0%	5	3%	?	-8%
CCOC(=O)c1c(C)[nH]c(C)c1S(=O)(=O)N1CCCC(C(=O)NCc2ccc(Cl)cc2)C1 (stereo unspecified)	9%	.	.	?	.	4	.	.	-7%
COc1ccc(/C=N/NC(=O)c2ccc3nc[nH]c3c2)cc1	?	-11%	3%	2%	-4%	1	2%	-15	-15%
O=C(O)c1cccc(S(=O)(=O)Nc2ccc3oc(=O)sc3c2)c1	?	-1%	4%	17%	2%	-2	-1%[9.22 µM]	64	4%
CCOc1ccc(NC(=O)c2ccc3c(c2)S(=O)(=O)N=C2CCCCCN23)cc1	-4%	-1%	.	0%	4%	-3	.	-1	1%
Cc1cccc(C(=O)O/N=C(\N)Cc2ccc([N+](=O)[O-])cc2)c1	?	-14%	19%	?	?	3	-3%[9.22 µM]	-7	?
NC(=O)COC(=O)c1ccc(Oc2ccccc2)cc1	-4%	-11%	7%	0%	-1%	2	3%	3	-24%
CCCCCCCOc1ccc(OC(=O)c2cccnc2)cc1	?	6%	-2%	24%	1%	-8	-10%	9	3%
CC(C)CC1NC(=O)N(CC(=O)Nc2cc(S(=O)(=O)N3CCOCC3)ccc2Cl)C1=O (stereo unspecified)	-7%	2%	-3%	0%	-2%	-17	-1%	0	-8%
CCc1cccc(C)c1NC(=O)CCS(=O)(=O)c1cc(Br)cc2c1N(C(=O)C1CC1)CC2	4%	.	.	10%	.	-13	.	.	0%
O=c1ccc(S(=O)(=O)N2CCCC2)cn1Cc1nc(-c2ccccc2)no1	0%	0%	6%	-17%	1%	2	1%	-4	-5%
COc1cc(C(=O)Oc2ccccc2/C=N/NC(=O)c2ccc(C)c(Cl)c2)cc(OC)c1OC	?	?	-2%	?	?	-1	?	44	?
Cc1nnc(C)n1/N=C/c1ccc2c(c1)OCCO2	13%	0%	9%	4%	5%	4	7%	14	-4%
CCOC(=O)CNC(=O)Cn1cnc2c(nnn2-c2ccc(F)cc2)c1=O	-1%	8%	0%	16%	14%	14	-5%	9	-22%
